From PubChem BioAssay
RGS4 inh: human RGS4 inhibition; P49798; Potency, µM (top dose mostly 114 µM), inactives show top-dose activity change, negative = inhibition, most hits filed as inhibitors; AID 504845; 0.039% of 390,000 active; Transcreener GDP fluorescence polarization, RGS4-accelerated GTP hydrolysis; further: on the % scale 0 is the no-effect control and ±100 the full control effect; nearly all actives have a fitted effect of over 75% in size; some results filed as inactive show a strong effect at the top dose
Target sequence (P49798 whole entry, looked up): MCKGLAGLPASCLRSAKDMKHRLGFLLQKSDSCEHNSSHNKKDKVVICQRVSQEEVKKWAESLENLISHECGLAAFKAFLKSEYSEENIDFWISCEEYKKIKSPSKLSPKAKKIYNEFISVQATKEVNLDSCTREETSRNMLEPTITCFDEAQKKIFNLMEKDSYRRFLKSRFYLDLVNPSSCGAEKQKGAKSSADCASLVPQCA
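MLSMR compounds (23 nl, pin-transferred) preincubated 10 min at room temperature with a 500nM (2x) first reagent, then RGS4 at 900nM (2x) plus Transcreener GDP mix added; fluorescence polarization (620/688 nm) read before and after 90 min at 30 °C.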
mIDH1 inhibitor: inhibitors of human mutant IDH1 R132H | O75874 | AID 602179 | Potency, µM (highest dose often 76.6 µM), for the others: at the highest dose activity change, negative = inhibition, actives largely listed as inhibitors | IDH1-R132H enzyme, NADPH consumption, diaphorase/resazurin fluorescence | 0.093% of 390,000 active; further: on the % scale 0 is the no-effect control and ±100 the full control effect; nearly all actives have a fitted effect of over 65% in size
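IDH1-R132H (0.5 ug/mL dispensed) in pH 7.5 Tris buffer was preincubated 30 min with compound, then given a substrate mix of 0.016 mM NADPH and 2 mM alpha-KG for 80 min at room temperature; remaining NADPH was read by diaphorase/resazurin fluorescence.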
12-LOX inh: ALOX12 (human) lipoxygenase inhibition. P18054. purified 12hLO, xylenol orange hydroperoxide absorbance. Potency, µM (series often up to 108 µM), for inactives: at the top dose activity change, negative = inhibition, actives largely listed as inhibitors. 1.1% of 580,000 active; further: on the % scale 0 is the no-effect control and ±100 the full control effect
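Hydroperoxide product was detected by ferrous iron/xylenol orange as the 573 to 405 nm absorbance ratio. Arachidonic acid at 40 uM (final) was turned over for 30 min at room temperature by 150 nM human 12hLO, pH 7.0 Hepes buffer, after 15 min compound preincubation.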
USP1 inh: USP1/UAF1 (human) deubiquitinase inhibition | recombinant USP1/UAF1, Ub-Rhodamine cleavage fluorescence | Potency, µM (series often up to 57.1 µM), for inactives: top-dose activity change, negative = inhibition, actives largely listed as inhibitors | 0.23% of 390,000 active; further: on the % scale 0 is the no-effect control and ±100 the full control effect; nearly all actives have a fitted effect of over 60% in size; inactives centre near -12
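USP1/UAF1 complex (1 nM) preincubated 15 min at room temperature with compound, then Ub-Rho substrate (150 nM final) added. Kinetic fluorescence at 480/540 nm over 6 reads at 60 s intervals; 50 mM HEPES pH 7.8, 0.5 mM EDTA, 0.1 mg/ml BSA, 1 mM TCEP, 0.01% Tween-20.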
Vif-A3F inh: inhibitors of Vif-A3F interaction; AID 602313; Potency, µM (series often up to 46.1 µM), for inactives: at the top dose activity, negative = active; 0.2% of 390,000 active; HeLa A3F-eYFP + Vif (tagged APOBEC3F with the HIV-1 protein that degrades it), YFP fluorescence increase; further: % of control where 0% means no effect; nearly all actives have a fitted effect of over 65% in size
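HeLa cells stably expressing Vif plus C-terminally eYFP-tagged A3F were seeded, incubated overnight at 37 deg C, dosed with compound, incubated overnight again at 37 deg C. Yellow fluorescence (Ex 488/Em 500-530) reported blocked Vif-mediated A3F-eYFP degradation.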
RXFP1 ag: agonists of human relaxin receptor RXFP1; 0.3% of 370,000 active; Potency, µM (top dose mostly 57.5 µM), inactives show top-dose activation, usual class: activators; HEK293T-RXFP1 cAMP TR-FRET, 30 min; response scale: percent of porcine relaxin response, buffer zero; Q9HBX9; further: on the % scale 0 is the no-effect control and ±100 the full control effect; nearly all actives have a fitted effect of over 60% in size; many of its hits are not listed in these tables
Target sequence (Q9HBX9 whole entry, looked up): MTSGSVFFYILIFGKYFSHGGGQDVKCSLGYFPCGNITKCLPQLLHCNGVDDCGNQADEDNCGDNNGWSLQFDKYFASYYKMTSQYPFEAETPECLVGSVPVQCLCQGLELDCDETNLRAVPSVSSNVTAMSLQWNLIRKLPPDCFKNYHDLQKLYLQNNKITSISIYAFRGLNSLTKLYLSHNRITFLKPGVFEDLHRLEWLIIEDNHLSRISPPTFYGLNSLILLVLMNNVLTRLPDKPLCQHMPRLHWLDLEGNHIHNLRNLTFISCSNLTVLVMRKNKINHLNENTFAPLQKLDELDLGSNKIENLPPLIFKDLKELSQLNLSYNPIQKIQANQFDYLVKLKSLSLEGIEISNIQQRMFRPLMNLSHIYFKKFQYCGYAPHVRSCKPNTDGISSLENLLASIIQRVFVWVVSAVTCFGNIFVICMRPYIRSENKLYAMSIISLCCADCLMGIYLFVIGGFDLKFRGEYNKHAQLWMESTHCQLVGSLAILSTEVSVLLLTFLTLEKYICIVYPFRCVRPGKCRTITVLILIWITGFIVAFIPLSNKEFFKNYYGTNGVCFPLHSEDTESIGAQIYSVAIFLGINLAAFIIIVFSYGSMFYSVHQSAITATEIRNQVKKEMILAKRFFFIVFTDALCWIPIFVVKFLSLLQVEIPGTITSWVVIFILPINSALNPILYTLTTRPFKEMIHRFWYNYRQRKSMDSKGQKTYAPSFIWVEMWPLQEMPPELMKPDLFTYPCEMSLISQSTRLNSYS
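HEK293T cells stably expressing RXFP1 were pretreated with the PDE4 inhibitor Ro 20174, exposed to compounds for 30 min at 37C, lysed, and cAMP was read by TR-FRET. Data normalized to buffer (basal) and 29 nM porcine relaxin (100%).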
Vif-A3G inh: inhibitors of Vif-APOBEC3G interaction; Q9HC16; HeLa A3G-eYFP + Vif (tagged APOBEC3G with the HIV-1 protein that degrades it), YFP fluorescence, overnight; Potency, µM (series often up to 46.1 µM), without a hit: at the highest dose activity, negative = active, actives largely listed as inhibitors; 0.076% of 410,000 active; AID 602310;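 further: on the % scale 0 is the no-effect control and ±100 the full control effect; nearly all actives have a fitted effect of over 60% in size; hits raise eYFP signal because A3G escapes Vif-driven loss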
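Read-out is eYFP fluorescence (Ex 488/Em 500-530) from Vif-expressing HeLa A3G-eYFP cells; more signal means A3G escaped Vif-mediated degradation. Cells plated overnight, compound pinned in, incubated overnight at 37 deg C.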
TrxR1 substrate: rat thioredoxin reductase 1 substrate activity | O89049 | purified TrxR1 substrate turnover, NADPH consumption readout | Potency, µM (highest dose often 114 µM), for inactives: top-dose activity change, negative = substrate turnover | 0.01% of 390,000 active; further: on the % scale 0 is the no-effect control and ±100 the full control effect; nearly all actives have a fitted effect of over 50% in size
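Rat TrxR1, dispensed at 90 nM, was prereduced with 400 uM NADPH (final) for 5 min at ~22 deg C, then incubated with compound 15 min before 400 uM selenite. A first-read NADPH fluorescence drop versus no-compound background flagged substrates.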
rTrxR1 inhibitor: inhibitors of rat thioredoxin reductase 1; O89049; recombinant rTrxR1, NADPH fluorescence consumption, selenite substrate; Potency, µM (top dose mostly 114 µM), without a hit: top-dose activity change, negative = inhibition, most hits filed as inhibitors; 1% of 390,000 active; further: on the % scale 0 is the no-effect control and ±100 the full control effect; nearly all actives have a fitted effect of over 65% in size
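Rat TrxR1 (90 nM in the dispensed reagent) was pre-reduced with 400 uM NADPH for 5 min at room temperature, then incubated with compound for 15 min. After 400 uM selenite was added, NADPH fluorescence (Ex 340/Em 450 nm) was followed for 8 min.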
An asterisk follows results filed as active; ? = inconclusive; . = no result given; & = joins results of further samples; [ ] = dose if it differs, or a comment. The call rests on the fitted dose curve; in most records, active means well fitted curve in the direction sought with a large enough effect; inconclusive means small, poorly fitted or top-dose-only effect, or another doubt; inactive means no such curve, though single readings can be large; an effect the other way counts as inactive or inconclusive. Potency means the concentration at half of the fitted maximal effect.

SMILES	RGS4 inh	mIDH1 inhibitor	12-LOX inh	USP1 inh	Vif-A3F inh	RXFP1 ag	Vif-A3G inh	TrxR1 substrate	rTrxR1 inhibitor
NC(=S)C(c1ccccc1)c1ncc(C(F)(F)F)cc1Cl (stereo not drawn)	19%	-6%	?	-11%	-23%	-0.1%	-4%	-15%	?
N/C(=N\OC(=O)c1cccc(Cn2cc(C(F)(F)F)ccc2=O)c1)c1ccc(Cl)cc1	-8%	2%	0%	-7%	2%	1.9%	-4%	1%[57.1 µM]	22%[57.1 µM]
COCCn1cc(C(=S)N2CCOCC2)c2ccccc21	-40%	1%	?	-20%	-5%	-0.1%	-1%	-5%	-19%
COc1ccccc1NC(=O)CSc1nnnn1-c1ccc(C(=O)O)cc1	-13%	5%	2%	-13%	-1%	2.1%	1%	6%[57.1 µM]	22%[57.1 µM]
CCCC(=O)Nc1cc(Cl)ccc1C	32%	-4%	1%	5%	4%	-0.3%	-5%	-7%	-5%
CCCN1CCC(NC(=O)CCc2nnc(-c3ccccc3)o2)CC1	-21%	-5%	-16%	-3%	-2%	2.8%	-10%	4%	9%
Cc1cccc(OCC(O)Cn2c(NCc3cccnc3)nc3c2c(=O)[nH]c(=O)n3C)c1 (stereo not drawn)	-21%	10%	-2%	-23%	-7%	1.8%	-1%	-7%	15%[57.1 µM]
COc1ccc(C(=O)/C=C/c2ccc(OC(=O)c3cc(OC)c(OC)c(OC)c3)cc2)cc1	-2%	1%	-21%	-14%	-11%	-0.3%	-1%	8%[57.1 µM]	9%[57.1 µM]
OCCNCC(O)Cn1ccc2ccccc21 (stereo not drawn)	1%	3%	-19%	-10%	-3%	1.6%	1%	4%	3%
O=C(c1ccc2c(c1)OCO2)N1CCC2(CC1)Oc1ccc(F)cc1C(=O)C21CC(c2cccnc2)=NO1 (stereo not drawn)	-19%	11%	-24%	?	2%	-0.2%	1%	5%	-11%
CCn1c(=O)c2sccc2n(CC(=O)NCCC2=CCCCC2)c1=O	10%	3%	0%	-4%	-3%	-4.1%	3%	-13%	21%[57.1 µM]
O=C(CN1CCN(c2ccc(F)cc2)CC1)Nc1cccnc1Cl	-9%[11.4 µM]	-5%	-3%	-5%	2%	0.1%	1%	-5%	15%

Filtered by structure: those above containing a CF3 group.
SMILES	RGS4 inh	mIDH1 inhibitor	12-LOX inh	USP1 inh	Vif-A3F inh	RXFP1 ag	Vif-A3G inh	TrxR1 substrate	rTrxR1 inhibitor
NC(=S)C(c1ccccc1)c1ncc(C(F)(F)F)cc1Cl (stereo not drawn)	19%	-6%	?	-11%	-23%	-0.1%	-4%	-15%	?
N/C(=N\OC(=O)c1cccc(Cn2cc(C(F)(F)F)ccc2=O)c1)c1ccc(Cl)cc1	-8%	2%	0%	-7%	2%	1.9%	-4%	1%[57.1 µM]	22%[57.1 µM]

(listing goes on)
SMILES	RGS4 inh	mIDH1 inhibitor	12-LOX inh	USP1 inh	Vif-A3F inh	RXFP1 ag	Vif-A3G inh	TrxR1 substrate	rTrxR1 inhibitor
Cc1ccc(S(=O)(=O)NNC(=O)c2ccncc2)cc1[N+](=O)[O-]	-30%	5%	-15%	-16%	6%	2.7%	-1%	-1%	6%
CCCC/C=C/C(NC(=O)c1ccc(-c2ccccc2)cc1)c1ccccc1 (stereo not drawn)	2%	-7%	7%	-25%	4%	.	0%	5%[57.1 µM]	12%[57.1 µM]
COc1ccc(C2CCc3cc4c(cc3C2=NO)OCO4)cc1OC (stereo not drawn)	.	-2%	-19%	-3%	7%	.	-8%	.	.
Cc1cc(/C=N/NC(N)=S)c(C)n1-c1ccc(Br)cc1	?	-5%	?	-18%	?	1.4%	?	3%	24%[57.1 µM]
COc1ccc(CSc2nnc(-c3ccncc3)n2N)cc1	-11%	0%	?	-6%	-17%	0.5%	-3%	1%	1%
CCOC(=O)N1CCN(S(=O)(=O)c2ccc(C(=O)Nc3ccc(F)cc3F)cc2)CC1	7%	0%	-5%	-26%	-2%	-0.9%	?	-2%	22%
COc1ccc(NS(=O)(=O)c2ccc(NC(=O)c3ccccc3Br)cc2)nn1	22%	0%	0%	-5%	-2%	-0.7%	3%	-1%	10%
Cc1cccc(-c2nnc(SCC(=O)NC3CCCC3)o2)c1	-9%	0%	-15%	-12%	2%	12%	-4%	-2%	-5%
CCN1CCN(c2nc(-c3cccnc3)nc3ccccc23)CC1	-2%	7%	-29%&8%	-8%	2%	-0.1%	5%	10%	8%
CCOC(=O)c1cn(Cc2cccc(Cl)c2)nn1	-21%	1%	-4%	-16%	6%	1.5%	-2%	3%	11%
CCOc1ccccc1Nc1nc(N)nc(CN2CCCCC2C)n1 (stereo not drawn)	25%	-13%	2%	-4%	3%	4.3%	1%	1%	11%
O=C(OCCN1CCCC1=O)c1cc(F)c(F)c(F)c1F	19%	5%	-1%	-7%	6%	1.3%	1%	5%[57.1 µM]	0%[57.1 µM]
O=C(Nc1ccc(Cl)cc1)Nc1ccc(N2CCC(C(F)(F)F)CC2)nc1	-35%	2%	0%	-11%	2%	2.4%	1%	6%[57.1 µM]	30%[57.1 µM]
CCC(c1nnc(SCC(=O)Nc2ccc(C(N)=O)cc2)n1Cc1ccccc1)N(C)C (stereo not drawn)	-29%	1%	5%	-11%	1%	1.2%	-2%	-5%	-4%
CCCCOc1ccc(NC(=O)CCSc2nccn2C)cc1	-30%	-4%	?	-17%	2%	3.3%	-2%	3%[57.1 µM]	5%[57.1 µM]
CC(=O)c1c(N2CCN(Cc3ccccc3)CC2)[nH]c(-c2ccccc2)nc1=S	-11%	-1%	40µM*	-21%	-14%	1.7%	-5%	7%	-11%
COc1ccccc1CNC(=O)CCC1N=C2c3ccccc3N=C(SCc3ccc(Cl)cc3)N2C1=O (stereo not drawn)	-29%	-11%	2%	-20%	-4%	5.8%	2%	6%[57.1 µM]	12%[57.1 µM]
CCS(=O)(=O)N1CCC(C(=O)Nc2cc(C)ccc2O)CC1	9%	6%	20%	-21%	-6%	-1.3%	-1%	15%	26%
Fc1ccc(CN2CCN(c3ncnc4scc(-c5ccc(F)cc5)c34)CC2)cc1	1%	-6%	-6%	-17%	2%	-1.5%	1%	-2%	19%
O=C(NCCS(=O)(=O)N1CCN(c2cccc(Cl)c2)CC1)C1CCCC1	1%	-6%	4%	-14%	-13%	1.4%	2%	0%	14%
CC(Sc1nnc(-c2ccco2)n1N)C(=O)NCC1CCCO1 (stereo not drawn)	14%	-4%	-4%	-3%	5%	-0.3%	-5%	1%	?
Cc1oncc1C(=O)NC(C)C	11%	-5%	0%	-21%	-17%	3.5%	0%	9%[57.1 µM]	8%[57.1 µM]
O=C(O)CSCc1cnn(-c2ccccc2)c1-n1cccc1	-27%	7%	?	-7%	0%	4.4%	-14%	-1%	-33%
CCOC(=O)N1CCC(C(=O)Nc2ccc(OCC)cc2)CC1	6%	-6%	21%	-24%	-2%	7.1%	5%	5%[57.1 µM]	10%[57.1 µM]
CCCCNC1=NCCS1	-8%	8%	-3%	-2%	5%	1.6%	0%	-12%[57.1 µM]	24%[57.1 µM]
CCCn1c(=O)c2ccccc2n2c(SCCOc3ccccc3)nnc12	-18%	-1%	9%[57.4 µM]	-14%	0%	1.9%	-4%	0%	19%
Clc1ccc(-c2nnc3n2-c2ccccc2SC3)cc1	-21%	11%	9%	0%	3%	0.0%	-3%	15%[11.4 µM]	32%[11.4 µM]
COC(=O)c1sc2nc(-c3ccccc3)nc(N3CCN(C)CC3)c2c1C	-6%	3%	-27%	-12%	-6%	2.7%	3%	23%	4%
CC1CCCC(NC(=O)C2CCN(S(=O)(=O)N3CCCCCC3)CC2)C1C (stereo not drawn)	6%	3%	9%	-18%	-10%	0.2%	1%	3%	16%
COc1ccccc1N1CC(C(=O)OCc2nc(N)nc(Nc3ccccc3)n2)CC1=O (stereo not drawn)	-20%	5%	-5%	-8%	2%	0.0%	1%	-5%	9%
O=C(COc1ccc2ccccc2c1Br)Nn1cnnc1	43%	4%	-10%	3%	-3%	26%	-5%	7%	14%
O=C(NCCOc1ccccc1)C1CCC(=O)N(Cc2ccc(Cl)cc2)C1 (stereo not drawn)	0%	0%	-11%	-1%	10%	0.2%	0%	-3%	9%
Cc1nc2c(-c3ccc(F)cc3)c(C)nn2c(C)c1CCC(=O)N1CCN(c2ccccn2)CC1	0%	-8%	15%	?	5%	-0.2%	-3%	3%	17%
C[C@@H]1CN([C@@H](C)CO)S(=O)(=O)c2ccc(/C=C/c3ccccc3)cc2O[C@@H]1CN(C)Cc1ccc(C(=O)O)cc1	.	1%	1%	?	1%	.	-7%	.	.
OC(CSc1ccc(F)cc1)CN1CCN(c2ccccc2)CC1 (stereo not drawn)	20%	-4%	?	-20%	-5%	-2.4%	1%	1%[57.1 µM]	7%[57.1 µM]
O=C(COc1ccccc1F)Nc1ccc(C(=O)OCc2cc(=O)n3nc(C4CC4)sc3n2)cc1	6%	3%	-3%	-3%	-1%	1.6%	0%	-6%[57.1 µM]	9%[57.1 µM]
O=C1NN(c2ccccc2)C(=O)/C1=C\c1ccc2c(c1)OCO2	12%	0%	?	-6%	-3%	1.3%	3%	6%[2.29 µM]	-1%[57.1 µM]
C=CCN1C(=NC(=O)CCC)SC2CS(=O)(=O)CC21 (stereo not drawn)	-10%	1%	-18%	-15%	-5%	0.0%	0%	5%	6%

Not all compounds are listed (hit frequency here may not be typical).
